Source: PubChem BioAssay
ABHD5-PLIN5 inh – inhibitors of human ABHD5-perilipin-5 interaction. Split G. princeps luciferase complementation, luminescence, 4 h. inhibition, % at 4 µM. AID 602281. actives 0.78% (n = 360,000). Q00G26+Q8WTS1;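 active means inhibition above the mean inhibition across every tested compound plus 3 SD, cut at about 22% in these data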;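 further: 0% = DMSO only wells and the 100% control is not disclosed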
m5-HT2A agonist – mouse HTR2A agonism via beta-arrestin recruitment; activation, % at 7.6 µM; CHO-K1 mHTR2A beta-arrestin complementation, luminescence; percent of 30 µM serotonin response; actives 0.66% (n = 360,000);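 active means activation above a run cutoff, the mean activation of all tested compounds plus 3 SD, cut at about 14% in these data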;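 further: 0% = plate median of compound wells and 100% = 30 µM serotonin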
MC4R antag cAMP – antagonists of human melanocortin 4 receptor (MC4R); P32245; actives 0.48% (n = 360,000); inhibition, % at 6.5 µM; MC4R-expressing cells, MTII-stimulated cAMP, LANCE TR-FRET; AID 540295;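 active means inhibition above its plate's cutoff, the mean of tested wells on that plate plus 3 SD, cut at about 29% in these data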;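 further: 0% = Melanotan II alone and 100% = Melanotan II plus saturating MCL0020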
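Assay system: U2OS-MC4R stable cell line; Also added: Melanotan II; Technique: Eu-cAMP/anti-cAMP TR-FRET, emission 671 nm; Times: 30-min compound, 1-h challenge, 1-h detection, room temperature.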
ABCB6 inh 2 – inhibitors of human ABC transporter ABCB6; Q9NP58; K562-ABCB6 porphyrin accumulation, flow cytometry, 1 h; active compounds read low; fluorescence ratio to DMSO, % at 10 µM; actives 0.19% (n = 360,000); AID 602162;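 active means fluorescence ratio to DMSO below 75%, the collection mean minus 3 SD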;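 further: signal is porphyrin accumulated inside mitochondria; 100% equals median channel fluorescence of DMSO control wells; lower ratio means ABCB6 inhibition with less porphyrin fluorescence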
Target sequence (Q9NP58 whole entry, looked up): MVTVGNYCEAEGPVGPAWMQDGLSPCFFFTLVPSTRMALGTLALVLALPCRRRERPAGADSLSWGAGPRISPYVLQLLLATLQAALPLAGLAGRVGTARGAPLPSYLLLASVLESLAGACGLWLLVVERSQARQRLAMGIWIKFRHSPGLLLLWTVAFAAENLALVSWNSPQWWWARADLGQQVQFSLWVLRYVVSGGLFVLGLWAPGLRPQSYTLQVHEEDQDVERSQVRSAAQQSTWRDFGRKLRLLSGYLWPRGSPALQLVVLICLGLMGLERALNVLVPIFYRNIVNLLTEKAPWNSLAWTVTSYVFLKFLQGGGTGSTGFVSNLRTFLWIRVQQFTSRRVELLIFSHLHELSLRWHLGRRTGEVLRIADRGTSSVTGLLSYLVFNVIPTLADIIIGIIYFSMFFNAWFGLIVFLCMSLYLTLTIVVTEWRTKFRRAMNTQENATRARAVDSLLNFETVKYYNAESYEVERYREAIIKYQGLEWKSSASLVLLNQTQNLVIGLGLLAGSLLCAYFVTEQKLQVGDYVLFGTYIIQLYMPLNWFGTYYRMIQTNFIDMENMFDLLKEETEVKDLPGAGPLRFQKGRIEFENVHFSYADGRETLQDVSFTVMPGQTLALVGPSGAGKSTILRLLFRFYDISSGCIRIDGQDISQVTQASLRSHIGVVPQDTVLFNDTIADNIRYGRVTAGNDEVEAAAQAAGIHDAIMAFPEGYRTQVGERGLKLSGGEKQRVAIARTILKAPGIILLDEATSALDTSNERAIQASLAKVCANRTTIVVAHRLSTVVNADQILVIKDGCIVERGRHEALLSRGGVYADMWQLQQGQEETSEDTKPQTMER
iPSC survival up – enhancers of human iPSC single-cell survival; AID 602274; hiPSC single-cell survival, ATPlite luminescence; 100% = ROCK inhibitor wells, 0% = DMSO; survival enhancement, % at 20 µM; actives 0.044% (n = 360,000); in the data active means survival enhancement above about 18%;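 further: cells exposed to compounds for 16 hours before the ATP read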
MC4R ag barr – human MC4R agonism via beta-arrestin | P32245 | U2OS MC4R beta-arrestin complementation, luminescence; percent of melanotan II response, DMSO zero | activation, % at 8.9 µM | actives 0.98% (n = 360,000);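 active means activation above a per-plate cutoff, the mean activation of sample wells on that plate plus 3 SD, cut at about 8% in these data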
H9c2 protect – modulators protecting cardiomyocytes from myocardial damage; H9c2 cardiomyocytes, H2O2 injury protection, ATPLite, 2 h; protection from H2O2 cell death, % at 20 µM; actives 0.63% (n = 360,000); AID 588492;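 active means compounds giving at least 50% protection of heart cells from peroxide-induced death in the single-dose screen, raw or plate-pattern-corrected value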;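 further: 0% = DMSO wells with peroxide and 100% = DMSO wells without peroxide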
aDG glyco up – increases alpha dystroglycan glycosylation; activation, % at 10 µM; AID 624168; actives 0.22% (n = 360,000); Pro5-aDG cells, alpha-DG glycosylation AlphaScreen (IIH6); 0% Pro5, 100% B10-LARGE cell signal;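 active means activation of at least 8% versus controls, or a plate z-score of at least 8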;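 further: Pro5 are CHO cells carrying HIG-tagged alpha-DG that lacks glycosylation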
N-glyco inh – N-linked glycosylation inhibition; AID 588692; D54 ERlucT glycosylation luciferase reporter, 24 h; percent of 100 nM tunicamycin response; actives 0.23% (n = 360,000); reporter increase, % at 12.5 µM;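 active means mean luciferase reporter signal, scaled so untreated is 0 and the glycosylation-blocking control 100, at or above a set limit in every replicate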;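 further: luciferase carries N-glycosylation sites so blocking glycosylation raises the light; 0% = median of neutral control wells and 100% = median of 100 nM tunicamycin wells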
Exocytosis inh – lytic granule exocytosis inhibition; inhibition, % at 10 µM; actives 0.66% (n = 360,000); AID 651702; TALL-104 LAMP-1 surface exposure, flow cytometry; cells stimulated with thapsigargin and PMA;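 active means inhibition above about 55%, limit read from the data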
Numbers without * were called inactive; · = not tested or not shown. The order is random (roughly 4.5% active in at least one column).

SMILES	ABHD5-PLIN5 inh	m5-HT2A agonist	MC4R antag cAMP	ABCB6 inh 2	iPSC survival up	MC4R ag barr	H9c2 protect	aDG glyco up	N-glyco inh	Exocytosis inh
O=C(C1CCCCC1)N1CCC(CO)(Cc2ccccc2Cl)CC1	-8	-4	10	99	4.7	2.0	-2	0.3	-4	0
O=C(Cc1ccccc1[N+](=O)[O-])OCC(=O)c1ccccc1Br	-1	7	-2	94	-0.4	1.0	3	0.1	0	1
COC(=O)C1=CN(c2cccc(Cl)c2)C=C(C(=O)OC)C1c1cccc(OC)c1	-6	6	-6	92	-0.3	-3.2	10	0.3	-7	-1
Cc1ccccc1-c1nc(-c2ccc(Br)o2)no1	-5	2	15	99	-0.4	1.9	-12	-0.1	-4	-6
COC(=O)c1sc(-c2ccc(C(C)(C)C)cc2)cc1NC(=O)c1ccccc1C(=O)O	-3	1	10	100	-0.5	1.8	-4	-0.2	-1	-4
COc1cc(C2NC(=O)NC(C)=C2C(C)=O)ccc1O (stereo not drawn)	2	-1	-4	99	-0.2	-1.9	-4	0.1	1	0
C[C@@H]1CCCCO[C@@H](CN(C)C(=O)c2ccncc2)[C@@H](C)CN([C@H](C)CO)C(=O)c2cc(N(C)C)ccc2O1	5	-1	13	95	-0.6	-1.1	-4	-0.2	1	-2
COc1ccc(C(=O)NC(=O)N2CCCCC2)cc1	6	2	0	91	5.3	-0.2	-2	0.2	0	2
CCN(CC)S(=O)(=O)c1ccc(C(=O)OCC(=O)NCc2ccco2)cc1	4	0	3	96	-0.3	-0.8	-1	0.0	3	3
CC(=O)c1c(C)[nH]c(C(=O)O)c1C	-8	4	8	90	1.5	-1.9	1	0.0	0	-1
Cc1ccc(Cn2cc(CN3CC(N4CCN(Cc5cccc(C)c5)CC4)CS3(=O)=O)nn2)cc1 (stereo not drawn)	2	5	·	92	-1.3	·	·	-0.1	·	3
CCC(Oc1ccccc1)C(=O)Nc1cc(C)on1 (stereo not drawn)	1	5	1	94	2.5	-0.1	6	-0.3	-3	-2
O=C(O)/C=C\C(=O)Nc1ccc(N2CCN(c3ccc(Cl)cc3)CC2)cc1	-2	7	10	100	0.7	0.5	-5	0.4	2	-4
C[C@H](NC(=O)Nc1cccc(Br)c1)C(=O)O	6	0	1	100	-0.1	1.8	-2	-0.1	1	-5
CC(C)[C@H](CO)NC(=O)[C@H]1O[C@@H](n2ccc(N)nc2=O)[C@H](O)[C@@H]1O	3	-2	·	94	-1.3	·	5	0.0	2	1

Grouped by structure: the entries above with a halogen.
SMILES	ABHD5-PLIN5 inh	m5-HT2A agonist	MC4R antag cAMP	ABCB6 inh 2	iPSC survival up	MC4R ag barr	H9c2 protect	aDG glyco up	N-glyco inh	Exocytosis inh
O=C(C1CCCCC1)N1CCC(CO)(Cc2ccccc2Cl)CC1	-8	-4	10	99	4.7	2.0	-2	0.3	-4	0
O=C(Cc1ccccc1[N+](=O)[O-])OCC(=O)c1ccccc1Br	-1	7	-2	94	-0.4	1.0	3	0.1	0	1
COC(=O)C1=CN(c2cccc(Cl)c2)C=C(C(=O)OC)C1c1cccc(OC)c1	-6	6	-6	92	-0.3	-3.2	10	0.3	-7	-1
Cc1ccccc1-c1nc(-c2ccc(Br)o2)no1	-5	2	15	99	-0.4	1.9	-12	-0.1	-4	-6
O=C(O)/C=C\C(=O)Nc1ccc(N2CCN(c3ccc(Cl)cc3)CC2)cc1	-2	7	10	100	0.7	0.5	-5	0.4	2	-4
C[C@H](NC(=O)Nc1cccc(Br)c1)C(=O)O	6	0	1	100	-0.1	1.8	-2	-0.1	1	-5

Following part.
SMILES	ABHD5-PLIN5 inh	m5-HT2A agonist	MC4R antag cAMP	ABCB6 inh 2	iPSC survival up	MC4R ag barr	H9c2 protect	aDG glyco up	N-glyco inh	Exocytosis inh
CCN(N=Nc1cccc([N+](=O)[O-])c1)c1cccc([N+](=O)[O-])c1	2	-2	3	100	-0.1	-1.3	5	-0.2	-2	3
COC(=O)c1c(C)[nH]c(C(=O)/C=C/c2ccc(Cl)cc2)c1C	-1	-2	8	96	2.4	31*	-17	1.8	-4	-12
CC1Cc2ccccc2N1C(=O)COC(=O)c1cc(Br)ccc1O (stereo not drawn)	-11	1	4	89	-0.3	-1.9	-14	0.0	-1	6
CC(C)(C)CC(C)(C)N1CNC(=S)NC1	-6	-2	3	96	-0.1	-1.6	-1	0.0	0	-12
CCCCn1c(N)c(N(CCOC)C(=O)CC2CCCCC2)c(=O)[nH]c1=O	-7	-5	11	98	1.4	-1.0	-1	-0.1	2	0
CC(=O)Nc1ccc(S(=O)(=O)NCCC(=O)OCc2nnc(-c3ccccc3)o2)cc1	0	-6	-5	99	0.3	-2.7	-1	0.0	8	-2
O=C(CN1C(=O)NC2(CCCC2)C1=O)Nc1nc(-c2ccccc2)cs1	16	-2	12	99	0.5	1.3	4	-0.3	3	4
CC(=O)Nc1ccc(Nc2nc(C)c([N+](=O)[O-])c(N(C)c3ccccc3)n2)cc1	1	25*	2	100	0.0	-1.0	11	-0.1	-2	0
CC(C)NC(=O)c1c2c(nc3ccccc13)CCCC2	-4	-3	1	96	2.1	0.2	6	0.0	0	-2
Cc1ccc(NC(=O)CSc2ncc3ccccn23)cc1C	-3	3	15	105	0.1	-1.9	-2	3.6	1	-1
Cc1ccc(NC2c3ccccc3C(=O)N2CCN2CCOCC2)cc1 (stereo not drawn)	-4	-2	3	100	-2.0	-0.5	2	-0.3	-1	0
CSCCC(NS(=O)(=O)c1ccc2ccccc2c1)C(=O)O (stereo not drawn)	5	-1	4	90	0.6	-2.5	-11	0.1	2	-2
CCOC(=O)Nc1cc(C(=O)OC)cc(C(=O)OC)c1	-4	4	3	108	-3.4	2.9	0	-0.3	-2	4
Cc1sc2nc3c(C(=O)N4CCCC4)cc(C(=O)c4ccccc4O)cn3c(=O)c2c1C	1	-4	19	99	-0.3	-4.0	-2	-0.8	-2	2
NS(=O)(=O)c1ccc(NC(=O)CCCCC(=O)Nc2ccc(S(N)(=O)=O)cc2)cc1	6	2	11	96	-0.3	0.4	0	0.0	2	-7

The final three compounds of the part before lead into the next:
SMILES	ABHD5-PLIN5 inh	m5-HT2A agonist	MC4R antag cAMP	ABCB6 inh 2	iPSC survival up	MC4R ag barr	H9c2 protect	aDG glyco up	N-glyco inh	Exocytosis inh
CCOC(=O)Nc1cc(C(=O)OC)cc(C(=O)OC)c1	-4	4	3	108	-3.4	2.9	0	-0.3	-2	4
Cc1sc2nc3c(C(=O)N4CCCC4)cc(C(=O)c4ccccc4O)cn3c(=O)c2c1C	1	-4	19	99	-0.3	-4.0	-2	-0.8	-2	2
NS(=O)(=O)c1ccc(NC(=O)CCCCC(=O)Nc2ccc(S(N)(=O)=O)cc2)cc1	6	2	11	96	-0.3	0.4	0	0.0	2	-7
COc1ccccc1-c1cc(C(=O)N/N=C\c2cn(C)nc2C)c2ccccc2n1	-4	0	0	95	2.8	-3.5	17	-0.1	2	-5
Cc1ccnc(N2CCC(C(=O)NNC(=O)c3ccccc3C)CC2)n1	1	1	0	101	-1.2	-0.3	2	-0.2	1	2
Cc1noc(/C=C/N(C)C)c1S(=O)(=O)N1CCCC(C(=O)NCc2ccco2)C1 (stereo not drawn)	10	12	3	98	-2.3	-0.6	8	0.1	0	0
Cc1ccc(CC(=O)c2ccc(Cl)cc2)cc1	-4	3	10	100	-0.6	2.0	2	-0.1	-3	-6
CCC(C)(C)n1nnnc1C(c1ccccn1)N1CCOCC1 (stereo not drawn)	0	0	-2	102	1.4	-2.4	5	0.2	0	-1
CCN(CC)C(=O)c1[nH]cnc1C(=O)N[C@@H](C)C(=O)OCc1ccccc1	-1	-2	7	97	-0.9	-1.5	7	-0.1	3	0
COc1cccc(N=Nc2c(C)[nH]n(-c3ccccc3)c2=O)c1	1	6	9	96	-0.5	0.4	2	-0.7	0	-8
COc1cc(/C=N/NC(=O)c2cccc([N+](=O)[O-])c2)ccc1OCc1ccc(C)cc1	4	1	10	90	-4.0	1.0	-11	-0.5	-2	3
Cc1ccc(-n2nc3c(c2NC(=O)c2ccc(Br)o2)CSC3)c(C)c1	-3	-3	3	99	1.9	-1.5	-3	0.4	-4	5
O=C1/C(=C/c2coc3ccc(O)cc3c2=O)SC(=S)N1c1ccccc1	3	1	19	103	-0.4	4.5	19	0.1	2	-7
O=C(COc1ccccc1Cl)N(Cc1cccs1)C1CCS(=O)(=O)C1 (stereo not drawn)	0	20*	2	93	-0.5	0.8	8	0.1	1	4
Cc1ccc(S(=O)(=O)Nc2cccc(-n3cnnn3)c2)cc1C(=O)O	-2	6	17	104	0.3	-0.4	-9	0.2	2	4
CN(C)CCN(CC1CCCN(Cc2ccccc2F)C1)C(=O)c1ccc(Cl)cc1 (stereo not drawn)	-2	-3	-1	102	-0.7	-1.0	8	0.0	-1	6
COc1ccc(CCNc2oc(-c3cccc4ccccc34)nc2P(=O)(OC)OC)cc1OC	0	1	17	100	1.6	-2.0	15	0.0	-2	-2
CC(C)CCN1CCC(Cc2ccccc2)(NC(=O)c2ccccc2)C1=O (stereo not drawn)	-7	-4	9	103	0.3	0.5	8	-0.1	4	-2
CCOC(=O)c1ccn(CSc2c(F)c(F)cc(F)c2F)n1	2	9	1	92	-0.4	-5.2	0	0.0	1	4
COc1cc(C)ccc1OCCOc1c(C)cccc1Cl	-8	-3	-2	98	1.4	-1.8	-14	0.1	-3	-6
COc1ccc(NC(=O)CN2CCN(C(C)=O)CC2)cc1S(=O)(=O)N1CCOCC1	16	0	4	100	0.4	-1.2	2	-0.1	19	-4
COc1ccc(NS(=O)(=O)c2ccc(OCC(=O)N3CCOCC3)cc2)cc1Cl	-6	1	4	97	0.2	-1.1	-6	0.4	-3	-1
Cc1nc2ccc(NC(=O)[C@H](C)N3C(=O)C4CC=CCC4C3=O)cc2s1 (stereo partly drawn)	2	-7	2	90	-0.4	-2.4	-3	-0.2	0	-1
Cc1ccc(NC2=CC(=O)CC(C)(C)C2)cc1C	0	-6	2	102	-1.6	-1.6	-1	0.0	0	-4
O=C(Nc1ccccc1)OCCN1CCN(Cc2ccccc2)CCC1=O	3	-5	6	100	-1.0	-1.6	5	0.3	0	-5
CCOC(=O)Nc1sc(C)nc1-c1ccccc1	3	3	11	100	2.5	-0.1	12	-0.2	1	-8
N#Cc1ccc(COn2nnc3ccccc32)cc1	1	-4	8	108	-2.5	-3.3	0	0.3	0	-1
COc1ccc(CCC(C)NCC(C)c2ccccc2)cc1 (stereo not drawn)	2	-2	20	100	-0.4	0.2	-6	0.0	0	36
CCC(OC(=O)c1nsc(Cl)c1Cl)C(=O)NCC1CCCO1 (stereo not drawn)	0	3	3	98	-0.5	-0.8	3	0.0	0	8
